# Mcl1 Bid PPI: Mcl-1/Bid interaction inhibition; 0.97% of 220,000 active; inhibition, % at 21.7 µM; Q07820; TR-FRET Mcl-1/Bid-Dy647 peptide binding, 1536-well; AID 1021;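 active means compounds that cut the binding signal by more than half at the single screening dose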;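 further: His-tagged Mcl-1 with europium anti-His antibody binding Bid BH3 peptide; 0% = Mcl-1 plus peptide wells and 100% = peptide-only wells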
# Target sequence (Q07820 whole entry, looked up): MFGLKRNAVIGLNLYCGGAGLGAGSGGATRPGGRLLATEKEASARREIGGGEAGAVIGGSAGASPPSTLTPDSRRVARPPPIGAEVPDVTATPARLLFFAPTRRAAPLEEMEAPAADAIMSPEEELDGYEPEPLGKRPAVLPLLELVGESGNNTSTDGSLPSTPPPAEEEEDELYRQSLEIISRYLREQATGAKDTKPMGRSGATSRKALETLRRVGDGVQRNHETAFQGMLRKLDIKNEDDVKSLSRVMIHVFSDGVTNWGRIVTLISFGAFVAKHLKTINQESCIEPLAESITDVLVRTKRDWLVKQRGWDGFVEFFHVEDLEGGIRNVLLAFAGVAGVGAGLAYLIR
# HRas wt GTP bind: changes GTP binding to wildtype human HRas. P01112. GST-Ras wt beads, Bodipy-FL-GTP binding, flow cytometry; actives lie on both sides. GTP binding activity, % at 10 µM. 0.14% of 190,000 active. AID 759;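 active means GTP binding activity at least 20% away from the 100% baseline, either lowered as inhibitor or raised as activator; inconclusive means flagged as likely green fluorescent, judged across all proteins in the well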;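 further: 0% = unlabeled GTP competition control and 100% = no-compound control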
# Target sequence (P01112 whole entry, looked up): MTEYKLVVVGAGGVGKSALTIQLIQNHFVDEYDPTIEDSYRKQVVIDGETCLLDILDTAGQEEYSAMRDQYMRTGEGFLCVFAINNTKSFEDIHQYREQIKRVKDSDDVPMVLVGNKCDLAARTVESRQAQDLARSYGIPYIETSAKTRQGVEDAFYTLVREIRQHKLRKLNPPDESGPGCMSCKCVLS
# RGS8-Gao reg: human RGS8-Galphao interaction regulation | response (percent of control binding), % at 10 µM | 0.34% of 220,000 active | multiplexed bead flow cytometry, RGS8-Galphao binding; actives lie on both sides | P09471 | AID 1423; in the data active means response below about 60% or above about 140%; inactive means in between;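 further: Galphao activated as the GDP aluminium fluoride complex binding bead-coupled RGS8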
# Mcl1 Noxa PPI: Mcl-1/Noxa interaction inhibition. 1.5% of 220,000 active. TR-FRET Mcl-1/Noxa peptide binding, 2 h. Q07820. inhibition, % at 21.7 µM;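 active means compounds that cut the protein-peptide binding signal by more than 50% relative to plate controls in a single-dose test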;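 further: His-tagged Mcl-1 with rhodamine Noxa BH3 peptide and terbium anti-His antibody; 0% = Mcl-1 plus Noxa peptide wells and 100% = peptide-only wells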
# Cdc42 wt: changes GTP binding to wildtype human Cdc42. percent activity (GTP binding), % at 10 µM. GST-Cdc42 beads, Bodipy-GTP binding, flow cytometry; actives lie on both sides. P60953. 0.2% of 190,000 active;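 active means percent activity GTP binding at least 20 points away from the 100% baseline, either down as inhibitor or up as activator; inconclusive means compound flagged as likely green fluorescent from well-wide comparison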;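 further: median bead fluorescence of bound Bodipy-FL-GTP at 100 nM; 0% = excess unlabeled GTP control and 100% = no compound control; below 100% means less GTP binding so inhibitor and above means activator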
# Target sequence (P60953 whole entry, looked up): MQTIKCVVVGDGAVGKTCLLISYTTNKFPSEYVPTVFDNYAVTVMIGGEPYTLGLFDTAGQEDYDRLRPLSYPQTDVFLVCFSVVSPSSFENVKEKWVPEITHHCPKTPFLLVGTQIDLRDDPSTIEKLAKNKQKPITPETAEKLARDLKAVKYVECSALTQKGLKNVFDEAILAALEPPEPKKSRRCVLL
# Rab2A wt mod: changes GTP binding to wildtype dog Rab2A, up or down. P61105. GST-Rab2 wt beads, Bodipy-GTP binding, flow cytometry. GTP binding activity, % at 10 µM. 0.19% of 190,000 active. AID 760;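 active means GTP binding activity at least 20 points away from 100%, either lowered or raised; inconclusive means signal likely due to the compound's own green fluorescence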;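 further: 0% = beads with excess unlabeled GTP and 100% = no-compound control corrected for plate trend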
# Rac1 act GTP bind: alters GTP binding to activated mutant human Rac1; P63000; GST-Rac1 activated beads, fluorescent GTP binding, flow cytometry; actives lie on both sides; 100% means binding = to untreated wells; percent activity (GTP binding), % at 10 µM; 0.11% of 190,000 active; AID 764;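 active means GTP binding at least 20 percentage points away from the 100% baseline, in either direction, so actives lie on both sides; inconclusive means Compound likely fluorescent itself, or too few beads counted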
# Pf gamet viab: P. falciparum stage V gametocyte viability inhibition. inhibition, % at 10.9 µM. P. falciparum stage V gametocytes, ATP luminescence, 24 h. AID 743093. 0.065% of 150,000 active;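 active means inhibition above the mean plus 3 SD of compounds within the control limits, set per campaign, cut at about 38% in these data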;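 further: 0% = DMSO wells and 100% = medium only without gametocytes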
# Mcl-1 Bim block: inhibitors of Bim-Mcl-1 interaction, human; inhibition, % at 10 µM; AID 1009; Q07820; Bead-based flow cytometry, Bim peptide-Mcl-1 binding; 0.1% of 190,000 active; in the data active means inhibition above about 40%;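 further: 0% = no compound tracer wells and 100% = peptide blocker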
# Rab7 wt GTP bind: alters GTP binding to wildtype dog Rab7; GST-Rab7 beads, fluorescent GTP binding, flow cytometry; actives lie on both sides; untreated = 100%, excess cold GTP = 0%; 0.055% of 190,000 active; GTP binding activity (percent of control), % at 10 µM;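 active means fluorescent GTP binding to Rab7 beads changed by at least 20 points from the 100% baseline, either direction, mostly lower; inconclusive means compound itself probably fluorescent, or too few beads counted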;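 further: median green fluorescence of bound Bodipy-FL-GTP per Rab7 bead population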
# Rac1 wt modul: alters GTP binding to wildtype human Rac1. GTP binding activity (% of control), % at 10 µM. AID 757. GST-Rac1 beads, fluorescent GTP binding, flow cytometry; actives lie on both sides; 0 = cold GTP competed, 100 = untreated. P63000. 0.27% of 190,000 active;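 active means GTP binding activity at least 20 points away from the 100% control level, either lower or higher; inconclusive means compound flagged as likely green fluorescent, judged across all proteins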
# Starred values were filed as active, the others as inactive; ? = inconclusive; / = not tested or not shown. This is a random part of the collection (roughly 2.9% active in at least one column).
# The opening 16 records (preview)
molecule	Rab7 wt GTP bind	Rac1 wt modul	Rab2A wt mod	HRas wt GTP bind	RGS8-Gao reg	Cdc42 wt	Mcl1 Noxa PPI	Mcl1 Bid PPI	Rac1 act GTP bind	Pf gamet viab	Mcl-1 Bim block
CC(C)N1C(=O)CCC1C(=O)NCCc1ccc(Cl)cc1 (stereo not given)	98	105	100	100	84	102	13	0	99	/	-3
Cc1cc(C)cc(NC(=S)N(Cc2ccc(Cl)cc2)Cc2ccc(C(=O)O)cc2)c1	103	100	95	96	100	92	6	-18	90	-14	-4
CC(=O)n1cc([C@H]2C=C(C(=O)N3CCN(Cc4ccc5c(c4)OCO5)CC3)O[C@@H](OCCCCO)C2)c2ccccc21	101	98	96	97	102	95	4	-2	96	11	0
COCCn1c(SCC(=O)Nc2cccc(OC)c2)nc2c(oc3ccccc32)c1=O	101	101	95	96	104	95	1	6	95	-3	0
CCOC(=O)CCC(=O)NNC(=O)COc1ccc(C(C)C)cc1Br	102	103	98	95	103	94	-4	-19	100	/	0
CCCCOc1ccc(S(=O)(=O)n2c(C)nc3ccccc32)cc1	103	108	104	101	87	106	-5	3	102	3	-6
CC(Sc1ccccc1)C(=O)NN=C1CCCC1 (stereo not given)	100	94	98	96	103	93	-18	-27	96	9	2
O=C1C2C3c4ccccc4C(c4ccccc43)C2C(=O)N1c1nc(-c2ccccc2)cs1 (stereo not given)	97	106	99	101	96	103	-8	-8	101	/	0
Cc1cc2c(C)c(C)c(=O)[nH]c2cc1N	97	104	97	99	101	105	55*	-20	97	/	-4
Cc1ccc2c(c1)nnn2C1CCN(C(=O)NCc2ccccc2)CC1	105	101	102	103	104	95	17	-33	98	/	2
COc1ccc(C)cc1NS(=O)(=O)c1ccc(Br)s1	95	98	96	97	99	97	2	-25	96	0	0
COc1cccc(OC)c1OCCCc1c(C)n[nH]c1C	103	110	102	103	102	105	19	20	100	5	-3
Cc1ccc(OCC(=O)NCc2ccccn2)cc1	97	101	97	99	102	101	-4	-11	98	/	-2
O=C(CN1CCC(Cc2ccccc2)CC1)N1CCc2ccccc2C1	102	95	99	95	103	95	10	11	93	/	0
O=C(CSc1nnc(Cc2ccccc2)o1)c1ccccc1	?	?	?	?	102	?	23	-4	?	-9	-7
Cc1ccc(-c2nc3ccccc3[nH]2)cc1NC(=O)c1ccc2c(c1)OCO2	?	?	?	?	102	?	22	-1	?	/	-3

# All compounds of this part, previewed entries included:
molecule	Rab7 wt GTP bind	Rac1 wt modul	Rab2A wt mod	HRas wt GTP bind	RGS8-Gao reg	Cdc42 wt	Mcl1 Noxa PPI	Mcl1 Bid PPI	Rac1 act GTP bind	Pf gamet viab	Mcl-1 Bim block
CC(C)N1C(=O)CCC1C(=O)NCCc1ccc(Cl)cc1 (stereo not given)	98	105	100	100	84	102	13	0	99	/	-3
Cc1cc(C)cc(NC(=S)N(Cc2ccc(Cl)cc2)Cc2ccc(C(=O)O)cc2)c1	103	100	95	96	100	92	6	-18	90	-14	-4
CC(=O)n1cc([C@H]2C=C(C(=O)N3CCN(Cc4ccc5c(c4)OCO5)CC3)O[C@@H](OCCCCO)C2)c2ccccc21	101	98	96	97	102	95	4	-2	96	11	0
COCCn1c(SCC(=O)Nc2cccc(OC)c2)nc2c(oc3ccccc32)c1=O	101	101	95	96	104	95	1	6	95	-3	0
CCOC(=O)CCC(=O)NNC(=O)COc1ccc(C(C)C)cc1Br	102	103	98	95	103	94	-4	-19	100	/	0
CCCCOc1ccc(S(=O)(=O)n2c(C)nc3ccccc32)cc1	103	108	104	101	87	106	-5	3	102	3	-6
CC(Sc1ccccc1)C(=O)NN=C1CCCC1 (stereo not given)	100	94	98	96	103	93	-18	-27	96	9	2
O=C1C2C3c4ccccc4C(c4ccccc43)C2C(=O)N1c1nc(-c2ccccc2)cs1 (stereo not given)	97	106	99	101	96	103	-8	-8	101	/	0
Cc1cc2c(C)c(C)c(=O)[nH]c2cc1N	97	104	97	99	101	105	55*	-20	97	/	-4
Cc1ccc2c(c1)nnn2C1CCN(C(=O)NCc2ccccc2)CC1	105	101	102	103	104	95	17	-33	98	/	2
COc1ccc(C)cc1NS(=O)(=O)c1ccc(Br)s1	95	98	96	97	99	97	2	-25	96	0	0
COc1cccc(OC)c1OCCCc1c(C)n[nH]c1C	103	110	102	103	102	105	19	20	100	5	-3
Cc1ccc(OCC(=O)NCc2ccccn2)cc1	97	101	97	99	102	101	-4	-11	98	/	-2
O=C(CN1CCC(Cc2ccccc2)CC1)N1CCc2ccccc2C1	102	95	99	95	103	95	10	11	93	/	0
O=C(CSc1nnc(Cc2ccccc2)o1)c1ccccc1	?	?	?	?	102	?	23	-4	?	-9	-7
Cc1ccc(-c2nc3ccccc3[nH]2)cc1NC(=O)c1ccc2c(c1)OCO2	?	?	?	?	102	?	22	-1	?	/	-3
COCCCNC(=O)c1cc(C(=O)c2c(-c3c(Cl)cccc3Cl)noc2C)c[nH]1	105	108	102	102	100	103	8	-16	99	2	-4
O=C1c2sc3nc4ccccc4n3c2C(=O)N1c1ccccc1Cl	96	103	100	101	92	101	62*	-17	99	/	-12
CCOC(=O)Cc1ccc(NC(=O)c2ccc([N+](=O)[O-])cc2)cc1	91	97	96	92	102	95	4	-19	94	/	0
CCCOc1ccc(C2=NNC(c3cccs3)=Nc3ccc(OC)cc32)cc1	99	102	101	100	/	96	-1	2	95	13	0
COC(=O)C1C(c2ccccc2)C(C(=O)N2CCOCC2)C1c1ccccc1 (stereo not given)	96	98	99	96	95	98	-18	-34	98	-17	-2
Cc1cccc2nc(-c3ccco3)c(Nc3ccccc3)n12	99	98	98	95	102	98	12	-39	95	-9	-2
N#CC(C#N)=C/C(C#N)=C(/N)N1CCN(c2ccc(Cl)cc2)CC1	96	100	99	100	98	105	-25	-23	100	/	0
O=C(N/C(=C\c1ccccc1)C(=O)N1CCN(CCO)CC1)c1ccccc1	98	104	103	103	98	98	8	-34	100	/	-2
CCC(C)NC(=O)CN(c1cc(C)ccc1OC)S(C)(=O)=O (stereo not given)	97	99	98	100	98	101	0	-16	97	/	-1
Cc1ccc(CN2C(=O)C(C)(C)Oc3ccc(C(=O)N4CCCCC4)cc32)cc1	102	104	103	103	98	104	8	5	99	/	3
C/C(=N/OCc1ccc(Br)cc1)c1ccccn1	102	97	97	96	100	96	5	-27	95	7	1
CC(=O)c1c(C)[nH]c(C(=O)CN2C(=O)NC(C)(c3ccc(C)cc3)C2=O)c1C (stereo not given)	98	99	96	96	101	96	21	-11	95	12	-1
O=C(O)c1cc(-c2cccs2)nn1-c1ccc(F)cc1	104	93	92	92	100	89	13	-11	87	7	-2
O=C(NNS(=O)(=O)c1ccc2ccccc2c1)c1cc(-c2ccccn2)nc2ccccc12	?	?	?	?	79	?	-49	-54	?	24	0

# Carrying on.
molecule	Rab7 wt GTP bind	Rac1 wt modul	Rab2A wt mod	HRas wt GTP bind	RGS8-Gao reg	Cdc42 wt	Mcl1 Noxa PPI	Mcl1 Bid PPI	Rac1 act GTP bind	Pf gamet viab	Mcl-1 Bim block
COc1ccc(OCCOc2ccc(C)nc2[N+](=O)[O-])cc1	101	103	101	100	91	101	9	12	100	/	-1
Cc1noc(C)c1S(=O)(=O)N1CCC(C(=O)N2CCC(C)CC2)CC1	93	98	97	98	102	98	-13	-7	99	-32	0
CCCn1c(=O)c(-c2ccccc2)c(O)c2ccccc21	95	93	91	94	102	93	5	-2	89	6	-4
CCCCCSc1nnc(C)c(=O)[nH]1	100	103	105	104	102	111	18	2	97	/	0
CC(=O)c1ccc(N2CCN(Cc3nc(Cc4ccccc4)no3)CC2)cc1	98	104	98	99	105	100	7	-50	97	-3	-3
Cc1ccc(NC(=O)c2ccc(C(C)(C)C)cc2)cc1[N+](=O)[O-]	95	101	99	101	104	93	12	-8	101	15	-5
COc1cccc(NC(=O)CCC(=O)NCc2ccco2)c1	95	98	102	102	104	100	-2	-32	99	-10	-1
COc1ccc(C2(CNC(=O)C(=O)Nc3ccc(C)cc3)CCOCC2)cc1	105	98	98	100	99	98	10	-30	96	-7	-3
O=C1C2=C(NC(=S)NC2c2ccc(Cl)cc2)NC(c2ccc(Cl)cc2)N1c1ccc(Cl)cc1 (stereo not given)	100	104	103	105	100	105	-4	19	98	10	-2
CCN(CC)S(=O)(=O)c1cc(C(=O)OC)ccc1Cl	107	100	104	103	104	101	4	-9	94	-22	-1
CCN(CC)c1ccc2cc(NC(=O)CCC(=O)O)c(=O)oc2c1	98	103	100	101	101	101	1	-28	97	/	0
N#C/C(=C\c1cn(CCOc2ccccc2)c2ccccc12)C(=O)NCc1cccs1	100	101	102	100	105	99	-8	-23	101	-30	-1
CN(C)CCN(C(=O)/C=C/c1cccs1)c1nc2ccc(F)cc2s1	94	99	97	96	99	101	30	14	95	/	-9

# Compound activity (PubChem BioAssay)
